OX1R antag-1: OX1R (HCRTR1) antagonists, primary screen, fluorescence, CHO/OX1R cells, Fluo-8 calcium, orexin A | AID 434989, 2010 | actives 0.43% (n = 330,000) | Fluo-8 calcium fluorescence | Orexin/Hypocretin receptor type 1 (Homo sapiens), O43613 | inhibition, % at 5 µM;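 active means inhibition above its plate's threshold, mean inhibition of all tested compounds on the plate plus 3 SD, cut at about 37% in these data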;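 further: 0% = orexin A challenge wells and 100% = SB-334867-A antagonist wells; not every result past the cut was called active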
Target sequence (O43613 whole entry, looked up): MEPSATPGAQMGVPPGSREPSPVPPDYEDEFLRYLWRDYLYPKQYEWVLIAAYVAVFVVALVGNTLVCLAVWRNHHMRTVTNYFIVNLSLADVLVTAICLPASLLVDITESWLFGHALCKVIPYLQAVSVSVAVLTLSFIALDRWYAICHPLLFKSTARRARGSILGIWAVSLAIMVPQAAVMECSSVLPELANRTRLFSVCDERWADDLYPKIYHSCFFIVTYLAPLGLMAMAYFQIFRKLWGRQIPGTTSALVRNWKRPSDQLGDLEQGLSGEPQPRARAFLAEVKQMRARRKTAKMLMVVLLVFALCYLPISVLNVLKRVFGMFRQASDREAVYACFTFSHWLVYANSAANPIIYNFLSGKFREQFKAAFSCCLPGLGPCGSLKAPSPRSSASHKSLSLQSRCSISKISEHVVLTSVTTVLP
STK33 kinase inh: inhibitors of purified STK33 kinase, primary screen, biochemical, ADP-Glo luminescence, homogeneous, cell-free; Serine/threonine-protein kinase 33 (Homo sapiens), Q9BYT3; MBP phosphorylation; inhibition, % at 10 µM; actives 0.073% (n = 320,000);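 active means inhibition at or above 25%, using the most active replicate where run in duplicate; inactive means inhibition below 25%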
Target sequence (Q9BYT3 whole entry, looked up): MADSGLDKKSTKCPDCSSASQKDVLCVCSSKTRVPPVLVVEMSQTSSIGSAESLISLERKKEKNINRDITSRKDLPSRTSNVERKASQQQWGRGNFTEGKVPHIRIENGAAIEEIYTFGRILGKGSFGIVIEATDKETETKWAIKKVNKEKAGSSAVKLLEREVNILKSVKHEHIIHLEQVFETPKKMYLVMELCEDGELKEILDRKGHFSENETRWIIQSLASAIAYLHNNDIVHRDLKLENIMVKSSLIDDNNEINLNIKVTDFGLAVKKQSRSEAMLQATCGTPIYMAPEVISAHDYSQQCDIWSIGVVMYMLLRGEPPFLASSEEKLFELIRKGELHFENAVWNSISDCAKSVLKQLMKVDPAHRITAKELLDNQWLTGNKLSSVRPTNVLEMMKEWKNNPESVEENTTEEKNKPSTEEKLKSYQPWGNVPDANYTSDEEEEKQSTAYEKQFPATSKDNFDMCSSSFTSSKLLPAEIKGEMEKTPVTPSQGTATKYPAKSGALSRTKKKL
OX1R antag-2: antagonists of human orexin 1 receptor (OX1R); Orexin/Hypocretin receptor type 1 (Homo sapiens), O43613; OX1R-expressing cells, FRET antagonist read-out; inhibition, % at 6.6 µM; actives 1.8% (n = 330,000); AID 485270, 2010; in the data active means inhibition mostly above about 38%, no sharp cut-off; inactive means mostly below about 40%;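 further: 0% = agonist challenge alone and 100% = reference antagonist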
* hit, by the source's call; / = no result given. No enrichment for hits; about 2.2% have a hit in one of these screens.

SMILES	OX1R antag-1	STK33 kinase inh	OX1R antag-2
CC(=O)c1cccc(NC(=O)CSc2ccc(-c3sc(C)nc3C)nn2)c1	-16.4	-1.4	10.5
CCOc1cccc(CN2CCC(N3CCC(C(=O)NCC4CCCO4)CC3)CC2)c1 (configuration not stated)	-14.1	-0.5	1.9
COc1cc2c(cc1OC)C(c1cc3ccccc3oc1=O)=NC(C)(C)C2	-39.4	0.0	11.2
Cc1cc(C(=O)Cn2cc(C(F)(F)F)ccc2=O)c(C)n1-c1ccccc1	-13.4	-1.0	7.3
Cc1ccc(S(=O)(=O)NC(=O)Nn2c(C)nnc2C)cc1	-8.3	-1.0	20.0
CCc1nnc(NC(=O)Cc2cc(OC)c(OC)c(OC)c2)s1	-15.9	-1.3	1.3
CC[N+]1(CC)CC2CCC(C)(C1)C2(C)C (configuration not stated)	-10.9	-5.7	9.2
O=C(OCC#CCSc1nnc(-c2cccc3ccccc23)o1)c1ccco1	1.5	-1.7	31.0
COc1cccc(C2CC(C(F)(F)F)n3nc(C(=O)NCc4cccnc4)cc3N2)c1 (configuration not stated)	-7.3	-0.2	9.2
CCC1Oc2ccccc2N(CC(=O)NCc2cccs2)C1=O (configuration not stated)	-19.4	-1.4	14.2
Cc1nonc1CN(C)C(=O)CC1C(=O)NCCN1Cc1c(F)cccc1Cl (configuration not stated)	-1.7	1.2	11.8
O=C(CCc1c[nH]c2ccccc12)NCc1cccc(Cl)c1	-29.6	-0.8	15.5
COc1ccccc1NC(=O)Cc1noc(CSc2cccc[n+]2[O-])n1	-22.6	-0.5	6.9
COc1ccc(OC)c(NC(=O)C2=C(C)Nc3ncnn3C2c2cccs2)c1 (configuration not stated)	-24.9	2.8	7.1
COc1cccc(NC(=O)Cn2c3ccccc3c3nc4n(c(=O)c32)CCS4)c1	-15.3	0.5	23.9
Clc1cncc(Cl)c1N/N=C/c1ccncc1	-2.9	/	13.7
CN(C)/C=C/C(=O)/C=C/c1cn(-c2ncc(C(F)(F)F)cc2Cl)c2ccccc12	-20.3	-1.0	13.4
C=CC1CN(CC(=O)OC)S(=O)(=O)c2ccccc21 (configuration not stated)	0.2	-1.3	24.2
COc1cccc(S(=O)(=O)NCc2ccc(C(=O)Nc3ccc(Cl)c(Cl)c3)cc2)c1	34.7	0.6	46.5
COc1ccc(CNC(=O)C2CCN(S(=O)(=O)c3ccc4c(c3)C(C)(C)C(=O)N4C)CC2)cc1	-28.8	-0.6	5.8

A few values from the list:
`COc1cccc(S(=O)(=O)NCc2ccc(C(=O)Nc3ccc(Cl)c(Cl)c3)cc2)c1` @ OX1R antag-2: 46.5
`Cc1cc(C(=O)Cn2cc(C(F)(F)F)ccc2=O)c(C)n1-c1ccccc1` @ STK33 kinase inh: -1.0

Further structures follow:
SMILES	OX1R antag-1	STK33 kinase inh	OX1R antag-2
CCCCOc1ccc(C(=O)N(Cc2ccco2)C2CCS(=O)(=O)C2)cc1 (configuration not stated)	-20.4	0.9	19.1
CNc1nc(N/N=C/c2ccc([N+](=O)[O-])cc2)nc(Nc2ccccc2)n1	-37.7	2.6	11.4
c1cnn(-c2cc(N3CCOCC3)ncn2)c1	8.1	-2.2	5.9
COc1ccccc1NC(=S)NCc1ccccc1	-15.2	-0.4	-10.9
CCCCCN(C(=O)CCC(=O)OC(C)C(=O)NCc1ccccc1)c1c(N)n(CCCC)c(=O)[nH]c1=O (configuration not stated)	-45.5	-0.1	13.9
CCOc1cc2c(C#N)c(N3CCOCC3)nc(N)c2c(N)n1	-16.0	5.9	21.4
O=S(=O)(c1cc(F)ccc1F)N1CCC2(CC1)OCCN2S(=O)(=O)c1cccs1	-21.5	-0.2	22.5
CCOC(=O)C1=NN(C(=O)Cc2ccccc2)C(O)(C(C)(C)C)C1 (configuration not stated)	-28.9	-2.9	13.2
O=C(CN1CCN(S(=O)(=O)c2ccc(Cl)cc2)CC1)Nc1ccc(N2CCOCC2)cc1	-3.9	0.3	0.3
Cc1cc(C)c2c(n1)SCC(=O)N2CC(=O)Nc1ccccc1Cl	-7.8	0.9	9.6
C/C(=N\NC(=O)CSc1nc2ccccc2[nH]1)c1ccncc1	1.7	0.5	23.8
COCCNC(=O)Nc1ccc2nc(-c3ccco3)c(-c3ccco3)nc2c1	0.2	/	112.9*
O=c1[nH]c(CN2CCN(c3ncccn3)CC2)nc2c(Br)cc(Br)cc12	-13.5	-1.5	16.6
CCO/C(C)=N/n1c2nc3ccccc3nc2c2c(=O)n(C3CCCC3)c(C)nc21	-34.4	0.1	99.5*
CC(=O)/C=C/n1c(=S)oc2ccccc21	4.1	-1.1	-1.2
Cc1cc(Br)ccc1NC(=O)c1sc2ncn(CC(=O)N3CCN(c4ccccn4)CC3)c(=O)c2c1C	-18.3	1.3	-2.5
CC1CN(C(=O)C(C)N2C(=O)c3ccccc3C2=O)CC(C)O1 (configuration not stated)	-8.1	0.0	6.8
CCC(=O)OCC(=O)Nc1ccc(OC)cc1[N+](=O)[O-]	-5.3	-1.7	49.5*
CCOc1ccc(/C=C/C(=O)Nc2cccc(C(C)=O)c2)cc1	-20.4	-0.4	21.5
COc1ccc(C2CC(c3ccccc3)=NN2C(=O)CCC(=O)O)cc1 (configuration not stated)	-10.2	-1.2	5.0
CCSc1nnc2nc(C)cc(C)n12	-21.8	-2.1	8.9
Cc1ccc(O)c(-c2cc(-c3ccccc3[N+](=O)[O-])[nH]n2)c1	-8.5	0.6	18.5
Cc1c(C(=O)N2CCN(c3ccc(F)cc3)CC2)sc2ncnc(N3CCN(c4ccccn4)CC3)c12	-8.2	0.2	26.4
COc1cc(OC)c(C2=NOC(C(=O)Nc3c(C)nn(CC(=O)N4CCCC4)c3C)C2)cc1Cl (configuration not stated)	-11.9	-1.5	13.1
Cc1cccc(N2CCN(CC(=O)N(C3CCCC3)C3CCS(=O)(=O)C3)CC2)c1C (configuration not stated)	-4.5	-0.5	5.2
Brc1cccc(OCCCNC2CCCC2)c1	-26.1	-2.2	8.9
Cc1cc(O)c(C(=O)c2ccccc2C(=O)O)cc1C	-8.5	-0.2	17.4
CCC(=O)C1CCCN(C(=O)CCc2nnc(C3(c4ccc(Cl)cc4)CCC3)o2)C1 (configuration not stated)	-21.1	0.3	30.8
COc1cccc(C2(O)CCN(C(=O)C(C)C)CC2)c1	-7.5	-3.9	5.6
O=C(NNC(=O)c1ccccc1Br)c1ccc(SCC2CCCO2)c([N+](=O)[O-])c1 (configuration not stated)	-15.5	-1.3	14.8
CC(=O)c1cc(CN2C(=O)c3ccccc3C2=O)cs1	-25.7	-1.1	2.0
COc1ccc(-n2c(CNc3ccc(C)cc3)nnc2SCc2ccccc2)cc1	-22.3	-1.6	15.3
O=c1[nH]nc(CNc2ccc(Cl)cc2Cl)c2ccccc12	-34.1	-1.2	26.9
O=C(CNC(=O)c1ccccc1Br)N/N=C/c1cccs1	-14.1	-1.6	-2.1
CSCCC(NC(=O)c1ccco1)C(=O)NC1CCC(C)CC1 (configuration not stated)	-17.3	0.1	5.3
Cc1ccc2cc(C#N)c(N3CCN(C(=O)c4ccccc4)CC3)nc2c1	-29.5	-1.6	12.6
CC(C)(C)c1csc(N/N=C/c2cccnc2)n1	-9.2	0.1	31.1
COc1ccccc1CNC(=O)c1cccc(S(=O)(=O)N2CCN(c3ccc(F)cc3)CC2)c1	6.7	-0.9	2.0
O=C(Cc1c2ccccc2nc2ccccc12)c1ccccc1	-22.3	2.8	28.4
CC1(c2ccccc2Br)NC(=O)N(CC(=O)N2CCc3ccccc3C2)C1=O (configuration not stated)	-27.1	-1.0	1.8
c1ccc(-c2ccccc2OCCOCCN2CCc3ccccc3C2)cc1	-23.0	-2.1	17.9
Cc1cccc(Nc2nc(C)cc(C)c2C#N)c1	-13.0	-1.7	20.5
CC(C)CN1C(=O)C(=O)N(CC(=O)N(C)CC(=O)Nc2ccc(F)cc2)C1=O	-21.0	-1.6	6.0
Cc1c(-n2c(SC(C)C(=O)NC(N)=O)nc3ccccc3c2=O)c(=O)n(-c2ccccc2)n1C (configuration not stated)	-4.2	0.7	-2.0
COc1ccc(/C=C/C(=O)OCC(=O)Nc2cccc(C(C)=O)c2)cc1	-16.9	-1.2	21.4
CCn1c(CSc2nc3ccccc3s2)nnc1SCC(=O)NCC(=O)OC	-11.4	-1.4	6.0
CCCCOCCCNC(=O)N[C@@H](CC(C)C)C(=O)O	1.6	-3.5	3.9
CCOC(=O)CC(=O)CSc1nc(C)cc(C)c1C#N	-20.0	-0.2	24.4
Cn1nnnc1SCC(=O)Nc1nn(-c2ccccc2)nc1C(N)=O	-2.5	-1.3	3.8
O=C(Nc1ccc2nc(-c3ccc(Br)o3)[nH]c2c1)c1cccs1	-22.6	0.2	82.7*
COc1cccc(CN2CCCN(S(=O)(=O)c3ccc(Br)cc3)CC2)c1	-36.2	-1.2	25.2
COc1ccc(C(=O)NCc2nnc(SCC(=O)NCc3ccco3)o2)cc1OC	5.5	-2.6	3.6
CC1CCN(C(=O)CCC(=O)Nc2nnc(C(F)(F)F)s2)CC1	-10.5	-2.4	14.7
COc1ccc(CNCCC(c2ccccc2)c2ccc3c(c2)OCO3)cc1 (configuration not stated)	11.1	-1.8	0.7
Cc1ccc(S(=O)(=O)Nc2cc(C(F)(F)F)ccc2N2CCOCC2)cc1	-47.4	-1.2	10.0
CCNc1nc2nc3ccc(C)cn3c(=O)c2cc1C(=O)NCC1CCCO1 (configuration not stated)	-22.6	-2.2	63.6*
C#CCn1c(O)c(N=NC(=O)CNC(=O)c2cccnc2)c2ccccc21	-21.0	0.3	44.8
CCN(CC)C(=O)Oc1ccc(OC(=O)N(CC)CC)cc1	-15.9	-1.5	14.5
Cc1ccc(-n2ncc3c(=O)n(CC(=O)NCC4CCCO4)cnc32)cc1 (configuration not stated)	-5.9	0.0	14.3
CCN(CC)C(=O)C1CCCN(Cc2ccc(OC)c(C)c2C)C1 (configuration not stated)	-26.4	-0.6	-2.0
Next structures:
SMILES	OX1R antag-1	STK33 kinase inh	OX1R antag-2
Cc1cc(C)c(S(=O)(=O)c2ccccc2)c(OC(=O)c2c(Cl)cc(Cl)cc2Cl)n1	-32.9	-0.9	23.6
CNCc1ccccc1OCc1ccccc1F	-7.6	0.3	15.4
CCOC(=O)N1CCC(N2C(=O)c3cc(C(=O)NC4CCCCC4)ccc3C2O)CC1 (configuration not stated)	-20.0	-0.8	12.4
CN(Cc1nc(-c2ccncc2)no1)S(=O)(=O)c1ccc(Br)cc1	-6.4	-1.1	28.3
CCN(CC)S(=O)(=O)c1ccc(NN)nc1	-20.0	-0.1	15.9
NC(=O)NC(CC(=O)NCCc1ccc(S(N)(=O)=O)cc1)c1ccc(Cl)cc1 (configuration not stated)	-15.5	-0.6	-2.1
CC(c1ccccc1)C1OCC(C[N+]2(C)CCCCC2)O1 (configuration not stated)	-23.5	0.6	6.8
O=[N+]([O-])c1ccc(NCCNS(=O)(=O)c2ccccc2)cc1	-12.3	-2.3	14.5
CC1CCCC(NC(=O)c2cccc(S(=O)(=O)NCc3ccccc3)c2)C1C (configuration not stated)	-9.7	0.8	18.0
COc1ccc(S(=O)(=O)Nc2ccc(S(=O)(=O)N3CCCC3)cc2)cc1	-1.8	-2.4	2.2
Cc1ccc(S(=O)(=O)CC(=O)N2CC(C)OC(C)C2)cc1 (configuration not stated)	-4.7	-0.5	6.2
O=C(Nc1nc(-c2ccc(-c3ccccc3)cc2)cs1)c1cnccn1	8.2	-1.4	9.0
C/C(CC1CC(COCCC(C)C)OC1=O)=N\NC(N)=S (configuration not stated)	3.5	0.8	2.8
Cc1cccc(CC2CC(=O)N(C3CCCCC3)C2=O)c1 (configuration not stated)	-35.1	-0.2	12.5
C/C(Cn1nnc2ccccc21)=N/OC(=O)c1c(F)cccc1F	-18.7	0.7	22.2
O=C(Nc1nnc(S(=O)(=O)N2CCOCC2)s1)c1ccccc1Br	-8.7	0.7	7.0
CCCC12CN3CC(C)(CN(C1)C3c1ccc3c(c1)OCO3)C2=O (configuration not stated)	-13.6	0.1	25.5
COC(=O)C1=C(C)NC(C)=C(C(=O)OC)C1C(=O)OC1CCCCC1=O (configuration not stated)	-14.8	-1.6	19.3
COC1=C(Nc2ccccc2)C(=O)c2ccccc2C1=O	3.5	1.3	12.7
O=C(NCc1ccccc1)c1n[nH]nc1-c1ccccc1O	-8.4	0.6	11.8

Entries from the list above containing a tert-butyl group, in the order listed:
SMILES	OX1R antag-1	STK33 kinase inh	OX1R antag-2
CCOC(=O)C1=NN(C(=O)Cc2ccccc2)C(O)(C(C)(C)C)C1 (configuration not stated)	-28.9	-2.9	13.2
CC(C)(C)c1csc(N/N=C/c2cccnc2)n1	-9.2	0.1	31.1

Other results:
SMILES	OX1R antag-1	STK33 kinase inh	OX1R antag-2
O=C(COC(=O)c1nc(Cl)ccc1Cl)c1ccc[nH]1	-16.6	/	-2.6
COc1ccc(C(=O)N2CCCC(Nc3ccc(F)c(F)c3)C2)c(OC)n1 (configuration not stated)	-36.5	0.2	30.6
Cn1c(=O)c(C(=O)NNC(=O)c2ccccc2Cl)c(O)c2ccccc21	-20.3	-1.2	27.5
C=CCN1C(=O)C(CC(=O)Nc2ccccc2F)S/C1=N\c1nccs1 (configuration not stated)	-12.0	-0.7	16.9
O=c1cc(-c2ccccc2)nc2nc(COc3ccccc3)[nH]n12	2.3	-2.9	14.4

Looked up by compound from the entries so far:
SMILES	OX1R antag-1	STK33 kinase inh	OX1R antag-2
COc1ccc(C(=O)N2CCCC(Nc3ccc(F)c(F)c3)C2)c(OC)n1 (configuration not stated)	-36.5	0.2	30.6
O=c1cc(-c2ccccc2)nc2nc(COc3ccccc3)[nH]n12	2.3	-2.9	14.4
O=C(COC(=O)c1nc(Cl)ccc1Cl)c1ccc[nH]1	-16.6	/	-2.6
